# BRCA1 expr up: qHTS Assay to Identify Small Molecule Activators of BRCA1 Expression. MCF7-BRCA1-FFLuc reporter, luminescence, 48 h; response scale: scaled: vehicle 0%, 10 µM genistein 100%. 380,000 compounds, 1.1% hits. Potency, µM (doses to about 46.1 µM), without a hit: top-dose activation, hits mostly activators; active = well fitted activation curve with a large enough effect; inconclusive = small, poorly fitted or top-dose-only effect; inactive = no such curve, though single readings can be large or run the other way; also: nearly all actives have a fitted effect of over 80% in size; some results filed as inactive show a strong effect at the top dose
#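 MCF7 cells carrying a BRCA1-firefly luciferase reporter (2000 cells/well, phenol-red free MEM) were attached for 2 h at 37 °C, then given compounds for 48 h. Luminescence was read 15 min after luciferase reagent; activity normalized to genistein (10 microM) and DMSO.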
# The depositor's hits bear a star; ? = inconclusive; & = joins results of further samples. Potency is read from the fitted curve at half-maximal effect. A portion of the library. The share of hits here may be higher or lower than overall.
Structure,BRCA1 expr up
CCOC1=C2CN(S(=O)(=O)c3ccc(C)cc3)[C@H](c3ccccc3)C[C@@H]2N(S(C)(=O)=O)[C@H](c2ccccc2)C1,-6.3%
CCCC(=O)N1CCC1(C)C(=O)Nc1ccc2nc(C)ccc2c1 (stereo unspecified),19.6%
O=C(O)c1c(Cl)cccc1Nc1ccccc1,-26.0%
COc1ccc([C@@H]2C[C@H]3[C@@H](CN2S(=O)(=O)c2ccccc2)C(=O)C[C@@H](c2ccccc2)N3S(=O)(=O)c2ccc(C)cc2)cc1,4.3%
O=S1(=O)CC(N2CCCCC2)CN1Cc1cn(Cc2cccc(Cl)c2)nn1 (stereo unspecified),18.5%
CCOC(=O)[C@]12CCC=C1N(Cc1ccc3c(c1)OCO3)C(=O)[C@H](CC(=O)N1CCCCC1)C2,23.6%
COc1ccc(NC(=O)C[C@H]2C(=O)N(c3ccc(OC)cc3)C[C@@H]2CSC)cc1,-6.2%
CCOc1ccccc1N(CC(=O)NCCc1ccc(OC)cc1)S(=O)(=O)c1ccc(C)cc1,-38.8%
OC(c1ccccc1)C(NCCNCc1ccccc1)c1ccccc1 (stereo unspecified),-1.6%
Cc1cc2oc(=O)cc(CN3CCCCCCC3)c2cc1Cl,11.9%
COCCCN1C(=O)C(CC(=O)NC(c2ccccc2)c2ccccc2)CC(C(=O)N(C(C)C)C(C)C)=C1C (stereo unspecified),-1.0%
CSc1ccc(Cn2c(C)c(C(=O)NCCC#N)sc2=O)cc1,19.9%
Cc1ccnc2ccccc12,13.8%
CCCCN(C)C(=O)c1[nH]c(C(F)(F)F)nc1-c1ccccc1,-10.3%
C[C@H](CCC(=O)OCc1cn(CC(=O)c2ccc(O)cc2)nn1)C1CC[C@H]2[C@@H]3CC[C@@H]4C[C@H](O)CC[C@]4(C)[C@H]3C[C@H](O)[C@]12C (stereo partly specified),-28.5%
CC(=O)Nc1ccc(C=NNC(=O)CCCC(=O)NN=Cc2ccc(NC(C)=O)cc2)cc1,21.1%
COC(=O)c1ccc(C(=O)OC)c(NC(=O)CSc2nnc(-c3ccccc3Cl)o2)c1,25.4%
O=C1NC[C@H](CCCCN2CCN(CCC3CCCCC3)C(=O)C2=O)N(CCc2ccccc2)C1=O,19.2%
COc1cc2ccc(-c3ccc4ccccc4n3)cc2cc1OC,?
Cc1ccc(S(=O)(=O)N2CCC(c3nc(-c4cccs4)nc4ccccc34)CC2)cc1,5.1%
Cc1ccccc1S(=O)(=O)NC(=O)C1(C)CCN1C(=O)Cc1cccs1 (stereo unspecified),1.0%
CCC(=O)N(C)C[C@H]1Oc2cc(-c3ccccc3F)ccc2S(=O)(=O)N([C@H](C)CO)C[C@H]1C,8.7%
CCCNC(=O)C1(C)CCN(Cc2cccc(OC(=O)c3ccccc3)c2)C1 (stereo unspecified),0.0%
Cc1nc2ccc(C(=O)NCCc3c[nH]c4ccccc34)cn2c1N(C)C(=O)CCc1ccccc1,-25.6%

# Quoted from the listing:
# BRCA1 expr up, COC(=O)c1ccc(C(=O)OC)c(NC(=O)CSc2nnc(-c3ccccc3Cl)o2)c1 stands at 25.4%
# BRCA1 expr up, CC(=O)Nc1ccc(C=NNC(=O)CCCC(=O)NN=Cc2ccc(NC(C)=O)cc2)cc1 stands at 21.1%
# BRCA1 expr up, Cc1nc2ccc(C(=O)NCCc3c[nH]c4ccccc34)cn2c1N(C)C(=O)CCc1ccccc1 stands at -25.6%
# BRCA1 expr up, Cc1ccccc1S(=O)(=O)NC(=O)C1(C)CCN1C(=O)Cc1cccs1 (stereo unspecified) stands at 1.0%
# BRCA1 expr up, CCCNC(=O)C1(C)CCN(Cc2cccc(OC(=O)c3ccccc3)c2)C1 (stereo unspecified) stands at 0.0%
# BRCA1 expr up, CCC(=O)N(C)C[C@H]1Oc2cc(-c3ccccc3F)ccc2S(=O)(=O)N([C@H](C)CO)C[C@H]1C stands at 8.7%

# Carrying on.
Structure,BRCA1 expr up
COc1cccc(-c2cnc3c(NC=O)cc(-c4ccc(S(C)(=O)=O)cc4)cn23)c1,-52.8%
O=C1CC(c2ccccc2)C(c2ccccc2)=NN1 (stereo unspecified),-31.3%
CN(Cc1ccccc1)C(=O)c1cccc(NC(=O)Cc2cccc(NC(=O)C3CCN(C(=O)C4CC4)CC3)c2)c1,0.8%
NC(=O)c1cccc(-c2ccnc3c2CC(C(=O)Nc2cccc(Oc4ccccc4)c2)O3)c1 (stereo unspecified),-58.9%
CCOC1=C2[C@H](c3ccc(CC)cc3)N(S(=O)(=O)c3ccc(C)cc3)C[C@H]2C(C#N)(C#N)C(C#N)(C#N)C1,-20.7%
CC(O)[C@H]1CN=C(N)N1CC1CCCCC1 (stereo partly specified),2.0%
Cc1ccc(S(=O)(=O)N(C)C[C@@H]2OCc3cnnn3CCCC(=O)N([C@@H](C)CO)C[C@H]2C)cc1,-23.1%
Cc1cccc(S(=O)(=O)NC(=O)C2(C)CCN2C(=O)Cc2ccc(Cl)cc2Cl)c1 (stereo unspecified),0.0%
CCCCN1CC(COCc2ccccc2)Oc2cccc(Oc3ccc(C)cc3)c2S1(=O)=O (stereo unspecified),3.2%
CCOc1ccc(S(=O)(=O)Nc2cccc(C(=O)N3CCN(c4ccccn4)CC3)c2)cc1,-28.4%
N#Cc1cc(NC(=O)c2ccc(Cl)cc2)ccc1Sc1ccccc1,-59.1%
O=C1OC(c2ccccc2)Sc2ccccc21 (stereo unspecified),-3.4%

# 3 entries already listed, arranged by SMILES length, lowest first:
Structure,BRCA1 expr up
COc1cc2ccc(-c3ccc4ccccc4n3)cc2cc1OC,?
CCOc1ccccc1N(CC(=O)NCCc1ccc(OC)cc1)S(=O)(=O)c1ccc(C)cc1,-38.8%
CN(Cc1ccccc1)C(=O)c1cccc(NC(=O)Cc2cccc(NC(=O)C3CCN(C(=O)C4CC4)CC3)c2)c1,0.8%

# New compounds follow:
Structure,BRCA1 expr up
C(/Oc1ccccc1)=C1\Nn2c(nnc2-c2cc(-c3ccccc3)n[nH]2)S1,-11.2%&-10.6%
Cc1ccc(Cc2c(C(C)(C)C)nc3ccc(Br)cn23)cc1,12.9%
CN(C)c1ccc(NC(=O)CSc2n[nH]c(-c3ccncc3)n2)cc1,0.0%
COc1ccccc1-c1cccc(-c2nc(C(=O)Nc3nccs3)cc3c2[C@@H](CCO)N(C(=O)CC2CC2)C3)c1,-30.7%
CCCCn1nnnc1C(CC)N1CCN(C/C=C/c2ccccc2)CC1 (stereo unspecified),11.1%
CCC(CO)Nc1ccn2nc(-c3ccccc3)cc2n1 (stereo unspecified),3.55µM*
CCOC(=O)CC1COCCN1C(=O)c1cc(COc2ccccc2SC)on1 (stereo unspecified),41.1%
Cc1cc(OCC(=O)OCC(=O)NC2CCS(=O)(=O)C2)ccc1Cl (stereo unspecified),5.7%
COc1cc(OC)nc(Nc2nc(C(N)c3ccccc3Cl)cs2)n1 (stereo unspecified),-52.7%
O=S(=O)(NCC1CCCO1)c1ccc(S(=O)(=O)N(Cc2ccccc2F)C2CCCCC2)cc1 (stereo unspecified),-37.3%
Cc1ccccc1CN1C(=O)c2ccccc2C1c1nnnn1Cc1ccccc1 (stereo unspecified),3.7%
COc1ccc(NC(=O)CCCCC(=O)Nc2ccc(OC)cc2OC)c(OC)c1,-7.5%
Cc1ccc(S(=O)(=O)N2CCN(c3nc(-n4cnc5ccccc54)nc4ccccc34)CC2)cc1,1.6%
CCNC(=O)C1CCCN(C(=O)c2cccs2)CC1 (stereo unspecified),12.3%
COc1ccc(-c2cnc(C(O)c3ccccc3)[nH]2)cc1 (stereo unspecified),12.6µM*
CCNC(=O)C1CCCN(C(=O)c2ccc(C)c(F)c2)CC1 (stereo unspecified),32.1%
COc1ncnc2c1ncn2CCCN1CCN(c2ccccn2)CC1,0.3%
C[C@@H]1NC(=O)N[C@@H]1CCCCCC(=O)O,-7.7%
Cc1ccccc1C(=O)Oc1cccc(Nc2ncnc3ccccc23)c1,-59.2%
CN(C)S(=O)(=O)n1cc(/C=C(\NC(=O)c2ccccc2F)C(=O)NCCN2CCOCC2)c2ccccc21,-9.0%
CC(=O)Nc1cc(-c2cccc(C(=O)NCCN(C)C)c2)cn2c(-c3cccc(C(F)(F)F)c3)cnc12,0.0%
Cc1ccc(C(NC(=O)C2CCN(Cc3ccc(Oc4ccccc4)cc3)CC2)c2ccccn2)cc1 (stereo unspecified),-33.0%
CC(=NC1CCCCC1)c1ccc(O)cc1O,0.8%
Cc1nc2c(OCc3cccc(Cl)c3)cccn2c1N(C)Cc1cccs1,-56.9%
CCOc1cccc(C2C=C(c3ccc4c(c3)OCO4)NC(c3ccc(F)cc3)N2)c1O (stereo unspecified),-10.0%
COC(=O)c1ccc2cc(OC)c(OC)cc2c1,0.0%
CCCCSc1nc2c([nH]1)c(=O)n(C)c(=S)n2C,-13.4%
CN(Cc1ccccc1)C(=O)CSc1nc2c(c(C(F)(F)F)n1)CCc1ccccc1-2,0.1%
Cc1ccc(C(C)NC(=O)c2cccnc2)cc1 (stereo unspecified),8.1%
Cn1cc(-c2cnc3c(NC=O)cc(-c4cccc(C(F)(F)F)c4)cn23)cn1,-69.6%
CCc1nc2c(OCCOc3ccccc3)cccn2c1N(C)C(=O)C1CC1,-12.9%
COC1=CC(=O)OC(c2ccc(OC)cc2)C1 (stereo unspecified),-27.1%
COc1ccc(NC(=O)c2cc(C3CCCCN3C(=O)OCC(C)C)on2)c(C)c1 (stereo unspecified),-7.3%
CC(=O)Nc1ccc(S(=O)(=O)N[C@@H](C)C(=O)OCC(=O)Nc2ccc3c(c2)OCCO3)cc1,-11.2%
CC(C)C[C@@H](CN1CCC[C@H]1CN1C(=O)C(=O)NC[C@@H]1Cc1ccc(O)cc1)N1C[C@H](Cc2ccccc2)N(CC2CCCCCC2)C(=O)C1=O,-51.6%
CN(C)c1ccc(-c2ccnc3c2CC(C)(C(=O)Nc2ccc(Cl)cc2)O3)cc1 (stereo unspecified),-32.4%
C=CCNc1ncnc2c1ncn2[C@H]1CN(CCOC)C[C@@H](CO)O1,6.3%
COc1ccc(CCNC(=O)C2CC3Cn4c(nc5ccccc54)C3N2Cc2ccccc2)cc1 (stereo unspecified),0.0%
CCc1ccc(/C(C)=N/NC(=O)CNC(=O)/C=C/c2ccco2)cc1,-5.6%
NC(Cc1ccc(F)cc1)c1csc(Nc2ccc(C(=O)c3ccccc3)cc2)n1 (stereo unspecified),-56.5%
O=C1OC(N2CCN(Cc3ccccc3)CC2)c2ccccc21 (stereo unspecified),0.2%
Cc1cccc(NC(=O)c2ncn3c2C(=O)NC[C@@H]3C)c1,21.1%
Cc1nc(NCC(=O)c2c[nH]c3ccccc23)sc1C,8.7%
CC1(C(=O)NS(=O)(=O)c2ccccc2C(F)(F)F)CCN1C(=O)CCc1cccs1 (stereo unspecified),-4.2%
CC(C)(C)OC(=O)N(CCc1ccccc1)Cc1cccc(OCc2cccc(NC(=O)C3CCCC3)c2)c1,-27.5%
CCOc1ccc(C(=O)COC(=O)Cn2[nH]c(=O)c3ccccc3c2=O)cc1,-2.9%
CCN(N=O)c1ccc(C=C2C=Cc3ccccc32)cc1,?
COc1ccc(CNC(=O)CCNC(=O)N2CC(=O)Nc3ccccc32)cc1,-1.9%
O=C(O)c1ccc(NN=Cc2cc(=O)[nH]c(=O)[nH]2)cc1,37.9%
O=C(OCn1nnc2ccccc2c1=O)c1ccc(F)c(S(=O)(=O)N2CCOCC2)c1,6.6%
O=C(Nc1ccccc1SC(=O)c1ccccc1)c1ccccc1,0.0%
COc1ccccc1N1CCN(C(=O)CCCn2c(=S)[nH]c3ccccc3c2=O)CC1,-32.9%
Cc1ccc(S(=O)(=O)N2C[C@H]3C(=O)C[C@@H]4C(=O)N(c5ccccc5)C(=O)[C@@H]4[C@@H]3C[C@H]2c2cccs2)cc1,10.0%
O=C1NC[C@@H](CCCCN2C[C@H](Cc3ccc(O)cc3)N(Cc3ccccc3)C(=O)C2=O)N(CCc2ccc(O)cc2)C1=O,4.5%
c1cnn2c(-c3ccc4c(c3)CCO4)cnc2c1,33.4%
CN(Cc1ccc(Cl)c(Cl)c1)C(=O)c1[nH]c(C(F)(F)F)nc1-c1ccccc1,-37.7%
CC1CN(C(=O)c2cccc(NS(=O)(=O)c3ccc(Br)cc3)c2)CC(C)O1 (stereo unspecified),-6.5%
OCC[C@@H]1C[C@H](O)[C@@H](O)[C@@]2(CCCO2)O1,6.7%
O=C(NCCCc1ccccc1)c1cccc(NC(=O)C2CCC2)c1,25.2%
CCOc1ccc(Cl)cc1-c1cc(C(=O)Nc2ccc(F)cc2)[nH]n1,-20.6%

# Further structures.
Structure,BRCA1 expr up
Cc1cccc(C)c1N1C(=O)CC(Sc2ccccc2N)C1=O (stereo unspecified),-28.3%
COc1ccc(C2=Cc3ccc(OC(C)=O)cc3OC2)cc1,?
COc1cccc(NC(=O)CCC2CCN(C(=O)C(OC)c3ccccc3)CC2)c1 (stereo unspecified),-3.8%
CCN1C[C@@H]2[C@@H]3C(=O)N(C)C(=O)[C@@H]3[C@](C)(C1=O)N2C(=O)c1ccccc1,5.2%
NC(=O)c1ccc(NC(=O)CNc2cc(S(=O)(=O)N3CCOCC3)ccc2N2CCCC2)cc1,-11.2%
O=c1[nH]cnc2c1ncn2[C@H]1C[C@H](O)[C@@H](CO)O1,31.0%
COc1ccc(NC(=O)Nc2ccc3nc([C@@H]4O[C@H](CO)[C@@H](O)[C@H](O)[C@H]4O)[nH]c3c2)cc1OC1CCCC1,19.4%
COc1ccc(OC)c(NP2(=O)OCC(C)([N+](=O)[O-])CO2)c1 (stereo unspecified),-8.7%
O=C(NCCN1CCC(n2c(=O)[nH]c3ccccc32)CC1)c1ccc(F)cc1,-4.0%
COC(=O)C1(Cc2ccc3c(c2)CCC3)Cc2ccc3c(c2C1=O)CCC3 (stereo unspecified),-66.7%
CN1C[C@H]2CON(C)[C@H]2C[C@H]1c1cccc(-c2ccc(C#N)cc2)c1,3.7%
Cc1ccc(S(=O)(=O)N(CCc2ccccc2)c2ccc3c(c2)C2CC3CCN2C(=O)OCc2ccccc2)cc1 (stereo unspecified),0.0%
